# L929 necroptosis: blocks zVAD induced death of L929 cells; L929 zVAD necroptosis rescue, ATP luminescence, 24 h; with zVAD 60 µM; viability rescue, % at 10 µM; 0.38% of 220,000 active; AID 1377;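 active means activation, scaled between plate controls, above about 75%, limit read from the data; inactive means activation under that limit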;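 further: 0% = zVAD with DMSO and 100% = DMSO alone without zVAD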
# hK5 inh: blocks human kallikrein 5 protease activity; recombinant hK5, fluorogenic AMC substrate cleavage; inhibition, % at 5 µM; 0.59% of 210,000 active; AID 873;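 active means inhibition of 40% or more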;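 further: 0% = enzyme controls without compound and 100% = no-enzyme blanks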
# Target sequence (Q9Y337 67-293 limits assumed): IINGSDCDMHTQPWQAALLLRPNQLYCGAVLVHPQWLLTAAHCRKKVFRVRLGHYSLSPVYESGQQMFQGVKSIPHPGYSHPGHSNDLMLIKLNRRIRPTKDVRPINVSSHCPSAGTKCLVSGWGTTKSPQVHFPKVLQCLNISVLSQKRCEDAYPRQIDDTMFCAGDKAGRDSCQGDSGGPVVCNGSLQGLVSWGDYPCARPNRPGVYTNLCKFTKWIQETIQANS
# FXIa inh: factor XIa (human) inhibition | inhibition, % at 5 µM | 0.14% of 220,000 active | purified FXIa, Boc-Glu-Ala-Arg-AMC fluorogenic substrate | P03951;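 active means inhibition of at least 40%; inactive means inhibition below 40%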;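 further: fluorescence of freed AMC excited at 355 nm; 0% = enzyme without compound and 100% = no enzyme blank; many of its hits are not listed in these tables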
# Rad51 HR inh: Rad51 (human) homologous recombination inhibition. 0.085% of 200,000 active. inhibition, % at 10 µM. AID 1385. Q06609. hRad51 DNA strand exchange, fluorescence dequenching;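 active means inhibition above 40% at the single screening dose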;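 further: 0% = DMSO control wells and 100% = blanks with heterologous ssDNA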
#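 Test system – preformed human Rad51 ssDNA filaments · Reagent – Donor/quencher-labelled 47-bp dsDNA substrate · Incubation – 37 °C 15-min filament assembly, 30-min compound preincubation, 15-min exchange · Signal – FRET fluorescence dequenching, excitation 485 nm, emission 520 nm · Read-out – percent inhibition from fluorescence, normalised to plate control and blank means · Benchmarks – plate control and blank wells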
# thrombin 1536: inhibitors of human thrombin; P00734; alpha-thrombin, Boc-VPR-AMC fluorogenic substrate cleavage; inhibition, % at 5 µM; 0.26% of 220,000 active; AID 1046;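 active means inhibition at or above 40%; inactive means inhibition below 40%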;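 further: 0% = enzyme with no compound and 100% = wells without enzyme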
#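 System: Human alpha-thrombin protein | Medium: pH 7.5 Tris (50 mM) with NaCl 150 mM, Tween 20 0.05% | Times: Enzyme reaction carried out at room temperature | Detection: AMC fluorescence, 355/460 nm | Evaluation: Percent inhibition scaled between no-compound controls and no-enzyme blanks | Benchmarks: Enzyme without compound as high, wells lacking enzyme as low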
# Cl transport mod: modulates chloride dependent transport by human KCC2; Q9H2X9; KCC2 cells, thallium flux FluoZin-2 fluorescence; B-score of Tl+ flux slope (higher = more flux/activation; lower = inhibition) at 10 µM; 2.2% of 190,000 active; AID 1456;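 active means thallium flux slope and its plate-corrected score both differing from the plate sample mean at a set confidence after two filtering rounds, in either direction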;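 further: slope of fluorescence scaled to starting intensity during 10 to 20 s after thallium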
# FXIIa inh: blocks human coagulation factor XIIa protease activity | P00748 | purified FXIIa, Boc-QGR-AMC fluorogenic substrate, 2 h | inhibition, % at 5 µM | 0.3% of 220,000 active | AID 800; in the data active means inhibition above about 40%;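 further: 0% = enzyme with no compound and 100% = blank without enzyme; many of its hits are not listed in these tables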
# Target sequence (P00748 20-372 limits assumed): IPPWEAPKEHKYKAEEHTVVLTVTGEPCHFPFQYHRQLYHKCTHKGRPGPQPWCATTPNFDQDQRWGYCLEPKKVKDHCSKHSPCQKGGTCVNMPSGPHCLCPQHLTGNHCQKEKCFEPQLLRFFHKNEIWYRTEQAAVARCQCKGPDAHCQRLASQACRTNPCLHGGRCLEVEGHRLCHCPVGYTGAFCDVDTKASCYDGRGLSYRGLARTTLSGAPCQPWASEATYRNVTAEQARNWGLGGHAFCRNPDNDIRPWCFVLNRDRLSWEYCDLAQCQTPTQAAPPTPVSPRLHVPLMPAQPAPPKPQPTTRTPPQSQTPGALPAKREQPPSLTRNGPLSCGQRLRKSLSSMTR
# Target sequence (P00748 373-615 limits assumed): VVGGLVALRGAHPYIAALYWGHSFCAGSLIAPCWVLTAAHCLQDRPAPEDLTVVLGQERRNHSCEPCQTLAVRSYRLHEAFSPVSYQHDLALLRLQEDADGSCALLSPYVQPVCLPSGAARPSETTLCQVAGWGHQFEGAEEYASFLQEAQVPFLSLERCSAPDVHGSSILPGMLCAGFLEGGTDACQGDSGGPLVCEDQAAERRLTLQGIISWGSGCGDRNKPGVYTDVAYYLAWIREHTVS
# TNF death inh: TNF-alpha cell death inhibition in Jurkat FADD-/- cells; 0.068% of 220,000 active; AID 463075; Jurkat FADD-/- TNF necroptosis rescue, ATP luminescence, 24 h; 0 = TNF only, 100 = no-TNF cells; activation (protection from cell death), % at 10 µM;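 active means activation, meaning protection from cell death, of at least 50% relative to plate controls; inactive means activation below 50%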;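 further: necroptosis triggered by 40 ng/mL TNF-alpha added together with compound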
# Hck Nef HTS: human Hck-Nef kinase inhibition | Recombinant Hck-YEEI plus Nef, Z-Lyte FRET kinase assay | inhibition, % at 20 µM | AID 463187 | 0.68% of 220,000 active;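 active means Hck-Nef kinase inhibition above about 50%, limit read from the data; inactive means inhibition below that limit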;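 further: 0% = DMSO with Hck plus Nef and 100% = Hck alone without Nef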
# An asterisk follows results filed as active; · = no result given. The list is partial; the hit share may differ from the screen's.
SMILES,L929 necroptosis,hK5 inh,FXIa inh,Rad51 HR inh,thrombin 1536,Cl transport mod,FXIIa inh,TNF death inh,Hck Nef HTS
Cc1ccc(S(=O)(=O)N2CCN(C(=O)CN3CCOCC3)C2C(C)C)cc1 (stereo unspecified),-0.1,3,2,-5,-3,0.07,6,-1.2,0
Cc1cc(C[n+]2cc(Cl)ccc2N)c2ncccc2c1,-1.1,-1,-5,0,-3,-1.5,11,6.7,22
O=C(c1ccc2c(c1)OCO2)C1CCCN(C2CCN(CCc3ccccc3)CC2)C1 (stereo unspecified),-0.1,-2,-4,-3,-6,·,9,-0.9,19
CC(=O)NN1C(=O)/C(=C\c2ccc(C)cc2)SC1=S,-0.1,-6,-1,-4,0,·,3,-2.6,2
Cc1ccc(NC(=O)c2ccc(NCCN)c([N+](=O)[O-])c2)cc1,2.5,-20,-10,-1,-7,0.019,-6,1.5,5
COc1cc(CCCN2C(=O)C(=O)NC[C@@H]2CCCCN)cc(OC)c1OC,0.1,6,-4,9,-7,0.38,3,-0.1,13
CCC(CC)c1nnc(NS(=O)(=O)Cc2ccccc2)s1,-0.2,-3,-10,84*,-8,-0.66,-17,-1.5,10
CC(C)CCOc1ccccc1C(N)=O,1.7,11,18,-2,-8,0.021,7,1.0,20
CCC1=NN(C(=O)c2ccccc2Br)C(O)(c2ccc(Br)cc2)C1 (stereo unspecified),1.8,0,-2,9,3,-0.84,9,14,-37
COc1cccc(C(=O)/C=C/Nc2ccc(NC(C)=O)cc2)c1,0.3,-16,5,6,0,-0.022,6,-0.4,1
CCNC(=O)NC(=O)CSc1ccc(NC(C)=O)cc1,0.3,9,-5,-2,0,0.022,-4,1.6,5
COc1ccc(CCNC(=O)CN(C)S(=O)(=O)c2cccc3nsnc23)cc1OC,1.0,1,-4,-8,0,·,9,-0.3,0
Cc1ccc2cc(CN(CC3CCCO3)S(=O)(=O)c3cccc4nsnc34)c(=O)[nH]c2c1 (stereo unspecified),0.0,3,-2,1,-3,-2.9,4,-7.8,-2
Cn1c(N)c(C(=O)COC(=O)CN2C(=O)c3ccccc3C2=O)c(=O)n(C)c1=O,-0.4,-8,7,-2,-12,0.33,12,1.2,1
COc1ccc(-c2noc(-c3ccccc3C(=O)NCc3ccco3)n2)cc1,0.2,3,5,13,-3,-0.34,2,-2.6,1
CC1CCCN(C(=S)Nc2ccc(Nc3ccccc3)cc2)C1 (stereo unspecified),1.0,·,2,·,2,-2.3,12,-0.5,11
CC(=O)NC(CC(=O)NC1CCCCCC1)c1ccccc1 (stereo unspecified),0.6,-23,1,-2,-1,0.75,11,-0.2,1
Cc1cc(C)c(S(=O)(=O)/N=C2\C=CC(=O)C(Cl)=C2)c(C)c1,-0.2,-2,21,-6,7,·,30,-0.9,2
CCOc1ccc(CN(C)CC(=O)NCc2ccccc2)cc1,-0.4,-3,9,8,-6,-0.29,8,1.2,3
NS(=O)(=O)c1ccc(NC(=O)COC(=O)c2cc3ccccc3oc2=O)cc1,1.0,-8,-5,3,-7,·,-1,4.8,-2
Cc1cccc(N2CCN(C(=O)CN(C)S(=O)(=O)c3ccc4c(c3)CCC(=O)N4)CC2)c1C,1.0,0,-5,-1,-8,-0.76,4,-1.3,0
COc1cc(C2C3=C(Nc4nc(N)[nH]c(=O)c42)c2ccccc2C3=O)ccc1O (stereo unspecified),0.0,-2,1,17,0,0.031,13,-0.1,33
Cc1ccc(C)c(NC(=O)CCC(=O)N/N=C/c2ccc3c(c2)OCO3)c1,11,-2,-4,18,-3,·,5,0.3,20
COc1ccc(/C(N)=N/OC(=O)Cc2ccccc2[N+](=O)[O-])cc1,·,-7,7,0,2,0.23,15,2.0,6
NC(=O)c1ccc(-n2nnnc2SCc2ccccc2)cc1,0.8,-11,0,-2,5,0.0094,12,0.4,2
CCCNC(=S)N1CC2(C)CN(C(=O)C(=O)OCC)CC(C)(C1)C2=O,1.9,2,12,-4,-5,-0.74,14,-0.4,24
CCOC(=O)C1(CCOC)CCN(Cc2ccc3nonc3c2)CC1,0.4,3,3,-9,-1,-0.64,12,0.5,19
CC(=O)Nc1cc(Br)ccc1O,-1.2,·,0,·,-5,-0.47,4,-2.1,13
CCOC(=O)c1sc(NC(=S)NC(=O)C23CC4CC(CC(C4)C2)C3)cc1C,2.6,-5,6,-6,7,0.44,0,-0.1,0
CCOC(=O)C1CCN(Cc2cccc(OC)c2)CC1,1.0,-20,3,-4,-5,0.17,5,1.6,-16

# Next part (two carried over from the part before).
SMILES,L929 necroptosis,hK5 inh,FXIa inh,Rad51 HR inh,thrombin 1536,Cl transport mod,FXIIa inh,TNF death inh,Hck Nef HTS
CCOC(=O)c1sc(NC(=S)NC(=O)C23CC4CC(CC(C4)C2)C3)cc1C,2.6,-5,6,-6,7,0.44,0,-0.1,0
CCOC(=O)C1CCN(Cc2cccc(OC)c2)CC1,1.0,-20,3,-4,-5,0.17,5,1.6,-16
CC(C)COP(=O)(CNC(=O)CN1C(=O)c2ccccc2S1(=O)=O)OCC(C)C,·,-8,5,-27,-1,0.82,10,1.3,6
COc1ccc(-c2nn3c(-c4ccc(F)cc4)nnc3s2)cc1,0.4,-9,-2,-3,1,-1.2,4,0.8,0
NC(=O)CN1C(=O)C(O)(CC(=O)/C=C\c2ccc3c(c2)OCO3)c2ccccc21 (stereo unspecified),56,1,2,3,0,-0.13,13,5.6,24
COc1ccc(OC)c(NC(=O)C(=O)NNC(=O)C23CC4CC(CC(C4)C2)C3)c1,0.0,-13,5,·,2,135*,13,0.2,21
CC1CCCC(C)N1C(=O)C1CCCCC1 (stereo unspecified),·,-11,5,-15,-3,0.37,11,0.5,7
Cc1nnc(SCCCCSc2nnc(C)c(=O)[nH]2)[nH]c1=O,1.5,6,1,6,-6,0.67,6,0.1,19
O=C(CSc1ncn[nH]1)Nc1ccccc1-c1ccccc1,-0.2,-5,0,1,1,-0.0064,7,0.3,0
O=C(CN1CCN(Cc2ccccc2)CC1)Nc1ccc(N2CCOCC2)cc1,3.0,-5,-4,0,-5,-0.81,-3,2.7,24
C=CCNC(=S)Nc1cccc2ccccc12,-0.4,8,6,-7,10,·,13,-12,0
COc1ccccc1/C=C/C(=O)c1cc(Br)ccc1OC(=O)c1ccco1,-0.3,·,·,·,·,1.7,·,-16,0
Cc1ccc(Oc2nc3c(c(=O)n(C)c(=O)n3C)n2C)cc1C,0.3,4,1,3,-2,0.78,5,0.4,4
CCCCN(C)S(=O)(=O)c1ccc(C(=O)Nc2nnc(-c3ccco3)o2)cc1,1.3,-26,-11,6,1,2.8,-4,-1.2,-10
CCN(CC)c1ccc(S(=O)(=O)N2CCOCC2)cc1NC(=O)c1cc(=O)c2ccccc2o1,-1.3,2,2,12,-9,-0.05,11,-4.5,24
Cc1ccc(C(=O)O/N=C/c2c(N3CCOCC3)n(C)c3ccccc23)cc1,0.0,-9,3,6,5,-0.67,10,-11,0
CC(=O)Nc1ccc(OCC(O)CN2CCN(Cc3ccccc3)CC2)cc1 (stereo unspecified),0.2,-7,8,7,3,0.62,19,-0.5,5
Cc1ccc(C2CC(c3ccco3)n3ncnc3N2)cc1 (stereo unspecified),0.9,1,-2,6,-3,0.065,7,1.2,7
CC(=O)Nc1ccc(C(=O)N/N=C/c2cccnc2)cc1,1.2,-27,-7,-5,-9,2.2,0,0.7,1
Cc1ccc(-c2nnc(SCC#CCOC(=O)c3cccs3)o2)cc1,-0.3,9,-16,5,3,1.4,15,-2.7,-2
Cn1c(C(C#N)C(=O)Cc2cccc3ccccc23)nc2ccccc21 (stereo unspecified),1.3,-4,-2,8,-5,0.071,6,2.3,3
CCOC(=O)NC(=O)CSc1nnc(C2CC2)n1Cc1ccco1,1.1,2,-1,3,-8,0.1,3,-0.3,17
Clc1ccccc1-c1nc2ccccc2c2nncn12,0.1,-13,3,2,-6,·,4,0.1,1
CCOC(=O)C1(CC)NC(c2ccc(OC)cc2OC)C2C(=O)N(C)C(=O)C21 (stereo unspecified),21,5,2,7,-4,0.05,8,-0.7,17
Cn1c(NC(=O)c2cccs2)cc(=O)n(C)c1=O,0.3,-2,-10,3,-6,0.21,1,1.2,1
CCCNc1nc2c(c(=O)[nH]c(=O)n2C)n1CCc1ccccc1,2.8,-1,1,-3,-3,0.51,11,2.2,-6
O=S(=O)(NC(=NC1CCCC1)C(F)(F)F)c1ccccc1,-0.3,-7,10,0,3,-0.057,22,-1.6,0
CC(NC(=O)c1ccco1)C(=O)Nc1nc(-c2ccccn2)cs1 (stereo unspecified),0.2,-105,-8,-1,-12,0.1,14,-4.9,0
CCOc1ccc(NC(=O)N2CCC(n3c(=O)[nH]c4ccccc43)CC2)cc1,2.1,11,-4,3,0,0.28,2,-3.3,1
CCCNC(=O)c1cc(SC)ccc1Cl,-0.2,-8,1,·,-4,·,15,3.7,-1
CC(C)C(=O)N=C1SC2CS(=O)(=O)CC2N1Cc1ccc(Cl)cc1 (stereo unspecified),0.4,-1,2,19,3,1.7,3,1.3,3
COCCn1cc(C(=O)N2CCCC(C)C2)c2c3ccccc3n(C)c2c1=O (stereo unspecified),-0.3,-35,2,-3,-3,·,16,-3.2,2

# 8 structures out of the list, sorted by heavy-atom count, smallest number first:
SMILES,L929 necroptosis,hK5 inh,FXIa inh,Rad51 HR inh,thrombin 1536,Cl transport mod,FXIIa inh,TNF death inh,Hck Nef HTS
CCCNC(=O)c1cc(SC)ccc1Cl,-0.2,-8,1,·,-4,·,15,3.7,-1
Cn1c(NC(=O)c2cccs2)cc(=O)n(C)c1=O,0.3,-2,-10,3,-6,0.21,1,1.2,1
Clc1ccccc1-c1nc2ccccc2c2nncn12,0.1,-13,3,2,-6,·,4,0.1,1
O=S(=O)(NC(=NC1CCCC1)C(F)(F)F)c1ccccc1,-0.3,-7,10,0,3,-0.057,22,-1.6,0
CCOC(=O)NC(=O)CSc1nnc(C2CC2)n1Cc1ccco1,1.1,2,-1,3,-8,0.1,3,-0.3,17
Cc1ccc(-c2nnc(SCC#CCOC(=O)c3cccs3)o2)cc1,-0.3,9,-16,5,3,1.4,15,-2.7,-2
Cn1c(C(C#N)C(=O)Cc2cccc3ccccc23)nc2ccccc21 (stereo unspecified),1.3,-4,-2,8,-5,0.071,6,2.3,3
CCOc1ccc(NC(=O)N2CCC(n3c(=O)[nH]c4ccccc43)CC2)cc1,2.1,11,-4,3,0,0.28,2,-3.3,1

# High-throughput results from PubChem.
